LMNA splice mod: LMNA splicing modulation; HeLa LMNA splicing GFP/RFP minigene ratio, 48 h; Potency, µM (top dose mostly 46.1 µM), for the others: at the highest dose ratio change, negative = inhibition, actives largely listed as inhibitors; hit rate 0.01% among 200,000; AID 1487; active means well fitted inhibition curve with a large enough effect in the signal ratio, with a control signal flat, not every such curve was filed as active; inconclusive means small, poorly fitted or top-dose-only effect, or effect the other way, or a change in a side signal; the % refers to the signal ratio; further: on the % scale 0 is the no-effect control and ±100 the full control effect
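S3 HeLa stable clones carrying a lamin A-EGFP splicing minigene plus DsRed2 were seeded at 600 cells/well in Opti-MEM with 2% FBS, pin-dosed and incubated 48 h at 37°C. Acumen cytometry (488 nm) gave the GFP/RFP total-intensity ratio.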
Tau ThT inhib: inhibitors of human tau fibril formation, thioflavin T binding; recombinant tau K18 P301L (four-repeat tau fragment), heparin-induced fibrillization, ThT fluorescence; Potency, µM (series often up to 57.4 µM), without a hit: top-dose activity, negative = inhibition, usual class: inhibitors; hit rate 2.1% among 270,000; AID 1460; further: on the % scale 0 is the no-effect control and ±100 the full control effect; nearly all actives have a fitted effect of over 55% in size
Target sequence (P10636 561-689 P618L limits assumed): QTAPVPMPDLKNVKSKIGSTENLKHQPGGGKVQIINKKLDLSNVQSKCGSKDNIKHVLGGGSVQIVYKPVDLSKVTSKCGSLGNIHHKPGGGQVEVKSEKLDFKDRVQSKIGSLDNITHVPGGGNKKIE
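Heparin-induced fibrillization of the P301L-mutant K18 repeat-domain fragment of human tau was followed by ThT binding in quantitative high-throughput format.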
KDM4E inh: inhibitors of human JMJD2E histone demethylase | B2RXH2 | JMJD2E catalytic domain, FDH-coupled NADH fluorescence (FDH is formaldehyde dehydrogenase) | Potency, µM (highest dose often 57.1 µM), for the others: top-dose activity change, negative = inhibition, usual class: inhibitors | hit rate 1.6% among 230,000 | AID 2147; active means well fitted inhibition curve with a large enough effect, not every such curve was filed as active; inconclusive means small, poorly fitted or top-dose-only effect, or another doubt; inactive means no such curve, though single readings can be large or run the other way;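 further: 0% = wells with enzyme and -100% = buffer wells without enzyme; nearly all actives have a fitted effect of over 50% in size; many of its hits are not listed in these tables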
Target sequence (B2RXH2 1-337 limits assumed): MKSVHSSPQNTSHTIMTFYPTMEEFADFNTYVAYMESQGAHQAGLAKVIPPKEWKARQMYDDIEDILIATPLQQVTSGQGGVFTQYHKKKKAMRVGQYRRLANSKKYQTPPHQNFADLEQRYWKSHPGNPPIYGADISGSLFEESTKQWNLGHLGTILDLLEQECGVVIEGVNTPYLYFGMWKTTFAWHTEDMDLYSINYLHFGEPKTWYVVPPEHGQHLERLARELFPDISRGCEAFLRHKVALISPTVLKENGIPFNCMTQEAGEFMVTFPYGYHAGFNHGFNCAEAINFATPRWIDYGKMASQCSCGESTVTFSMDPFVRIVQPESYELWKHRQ
KinaseGlo FLuc: Kinase-Glo luciferase inhibition (counter-screen); Kinase-Glo luciferase, ATP luminescence, 8 min; Potency, µM (top dose mostly 38.3 µM), without a hit: top-dose activity change, negative = inhibition, usual class: inhibitors; hit rate 0.28% among 200,000; further: on the % scale 0 is the no-effect control and ±100 the full control effect; nearly all actives have a fitted effect of over 60% in size
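Recombinant Kinase-Glo luciferase, 10 uM ATP (linear range), luciferin; imidazole pH 7.2 / KCl / MgCl2 / Tween / BSA buffer; 8 min RT; luminescence.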
SMN2 splice enh: SMN2 splice variant enhancement; HEK293 SMN2-luciferase splicing reporter, luminescence, 30-36 h; Potency, µM (highest dose often 46.1 µM), for inactives: top-dose activity change, positive = activation, most hits filed as activators; hit rate 2.8% among 210,000; further: % of control where 0% means no effect; nearly all actives have a fitted effect of over 55% in size
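qHTS luciferase splicing reporter: luminescence rises when SMN2 exon 7 is included in transfected HEK293 cells. Compound exposure lasted 30-36 h at 37C, with 4.5 mM final sodium butyrate as control, followed by a ONE-Glo read.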
RECQ1 inh: RECQ1 (human) helicase inhibition | P46063 | RECQ1 DNA unwinding, red fluorescence kinetic read | Potency, µM (series often up to 57.3 µM), for the others: top-dose activity, negative = inhibition, actives largely listed as inhibitors | hit rate 0.54% among 240,000;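 further: plate controls were vehicle for no effect and no enzyme for full effect; nearly all actives have a fitted effect of over 30% in size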
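50 nM RECQ1T1 preincubated 15 min with compound in Tris pH 8.0 buffer with MgCl2, DTT, Tween-20 and 2.5 ug/ml poly(dI-dC); started with 200 nM TAMRA/BHQ-2 forked duplex and 2 mM ATP. Unwinding read as fluorescence (525/598 nm), two reads 2 h apart.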
ALDH1A1 inh: blocks purified human ALDH1A1 activity; Purified ALDH1A1, NADH fluorescence, propionaldehyde substrate; Potency, µM (doses to about 75.3 µM), without a hit: top-dose activity, negative = inhibition, hits mostly inhibitors; hit rate 7.3% among 220,000; AID 1030; active means well fitted inhibition curve with a large enough effect, not every such curve was filed as active; inconclusive means small, poorly fitted or top-dose-only effect, or another doubt; inactive means no such curve, though single readings can be large or run the other way;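 further: plate controls were no enzyme wells and a reference inhibitor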
Target sequence (P00352 whole entry, looked up): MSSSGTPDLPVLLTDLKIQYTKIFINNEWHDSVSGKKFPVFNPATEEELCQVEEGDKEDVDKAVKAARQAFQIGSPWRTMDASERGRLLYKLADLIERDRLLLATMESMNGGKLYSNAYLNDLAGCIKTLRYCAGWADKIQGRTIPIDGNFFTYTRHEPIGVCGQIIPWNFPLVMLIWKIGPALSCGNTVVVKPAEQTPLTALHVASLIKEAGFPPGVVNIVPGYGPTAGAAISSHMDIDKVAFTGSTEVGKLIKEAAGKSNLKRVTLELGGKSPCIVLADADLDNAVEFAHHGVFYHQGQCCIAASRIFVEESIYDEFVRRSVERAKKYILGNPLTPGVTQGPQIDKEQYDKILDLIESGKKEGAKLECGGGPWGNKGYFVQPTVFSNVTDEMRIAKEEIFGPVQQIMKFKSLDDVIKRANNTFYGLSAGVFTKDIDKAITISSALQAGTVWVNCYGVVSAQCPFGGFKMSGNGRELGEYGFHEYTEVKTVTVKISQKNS
L3MBTL1 inh: blocks human L3MBTL1; Q9Y468; AlphaScreen L3MBTL1–H3K9me1 peptide binding; Potency, µM (doses to about 57.1 µM), inactives show top-dose activity, negative = inhibition, most hits filed as inhibitors; hit rate 0.66% among 230,000; AID 485360; further: on the % scale 0 is the no-effect control and ±100 the full control effect; nearly all actives have a fitted effect of over 60% in size
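L3MBTL1 (50 nM) pre-complexed 30 min with biotinylated H3(1-15)K9me1 peptide (75 nM), then compounds added for 30 min at room temperature; AlphaScreen streptavidin donor/nickel chelate acceptor beads (10 ug/mL final) read after 30 min dark incubation.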
* hit, by the source's call; i = inactive; ? = inconclusive; . = not tested or not shown; & = joins results of further samples; [ ] = dose if it differs, or a comment. Unless noted, the call rests on the fitted dose curve; in most records, active means well fitted curve in the direction sought with a large enough effect; inconclusive means small, poorly fitted or top-dose-only effect, or another doubt; inactive means no such curve, though single readings can be large; an effect the other way counts as inactive or inconclusive. Potency means the concentration at half of the fitted maximal effect. The list is partial; rates above refer to the full screens.

mol	LMNA splice mod	Tau ThT inhib	KDM4E inh	KinaseGlo FLuc	SMN2 splice enh	RECQ1 inh	ALDH1A1 inh	L3MBTL1 inh
CCOC(=O)c1ccc(N=c2sc(C(=O)OC)cc(=O)n2CCCN2CCOCC2)cc1	?	?	-9.9%&-4.5%	0.2%	3.1%	-2.3%&-3.9%	-1.4%	.
CCc1cn(S(=O)(=O)c2ccccc2OC)nc1N	9.0%	2.1%	7.8%	-4.5%	-10.6%	-7.5%	6.3%	.
CN(C)c1ccc(/C=N/NC(=O)c2ccccc2O)o1	.	?	-7.6%	-2.9%	1.2%	-2.1%	-3.4%	.
COC(=O)c1ccccc1NC(=O)N1CCN(c2ccccc2F)CC1	.	0.4%	11.3%	2.3%	-16.1%	11.4%	3.4%	36.7%[activator][11.4 µM]
CCOc1ccc(NC(=O)Cn2c(=O)oc3ccccc32)cc1	-17.4%	4.8%	-6.2%	-1.7%	23.1%	-10.3%	-7.9%	.
Cc1ccccc1[C@@H](OCCN(C)C)c1ccccc1	?	.	-0.7%[25.5 µM]	1.6%[17.1 µM]	-9.5%[20.6 µM]	-0.6%[25.9 µM]	-7.1%[20.9 µM]	.
Cc1ccn2c(C(=O)CSc3ccc(Cl)cc3)c(C)nc2c1	?	-16.8%	-2.6%	0.8%	-31.2%[inhibitor]	-9.7%	-9.5%	9.6%
COc1ccc(C(=O)OCC(=O)NCC2CCCO2)cc1 (stereo not given)	4.4%[46 µM]	-2.6%	0.0%	2.3%	-3.3%	i	9.8%	19.3%

Four of these compounds in another layout.
Every second line gives: LMNA splice mod, Tau ThT inhib, KDM4E inh, KinaseGlo FLuc, SMN2 splice enh, RECQ1 inh, ALDH1A1 inh, L3MBTL1 inh
COC(=O)c1ccccc1NC(=O)N1CCN(c2ccccc2F)CC1
  ., 0.4%, 11.3%, 2.3%, -16.1%, 11.4%, 3.4%, 36.7%[activator][11.4 µM]
CN(C)c1ccc(/C=N/NC(=O)c2ccccc2O)o1
  ., ?, -7.6%, -2.9%, 1.2%, -2.1%, -3.4%, .
Cc1ccn2c(C(=O)CSc3ccc(Cl)cc3)c(C)nc2c1
  ?, -16.8%, -2.6%, 0.8%, -31.2%[inhibitor], -9.7%, -9.5%, 9.6%
Cc1ccccc1[C@@H](OCCN(C)C)c1ccccc1
  ?, ., -0.7%[25.5 µM], 1.6%[17.1 µM], -9.5%[20.6 µM], -0.6%[25.9 µM], -7.1%[20.9 µM], .

(listing goes on)
mol	LMNA splice mod	Tau ThT inhib	KDM4E inh	KinaseGlo FLuc	SMN2 splice enh	RECQ1 inh	ALDH1A1 inh	L3MBTL1 inh
Cc1ccc(Cn2c(SC3CCOC3=O)nc3ccccc3c2=O)cc1 (stereo not given)	-5.4%	-11.9%	5.8%	-1.6%	5.4%	-27.4%	?	-5.1%
O=C(COC(=O)c1ccc([N+](=O)[O-])o1)c1ccccc1	?	0.8%	8.6%	-1.6%	-4.6%	-10.5%	?	-3.8%
COc1cccc(N2C(=O)c3ccncc3C2=O)c1	5.9%	-5.4%	-18.3%	11.3%	-9.8%	i	-3.7%	0.0%
COc1ccc(CCNC(=O)Cn2cnc3c(nnn3Cc3ccc(C)cc3)c2=O)cc1OC	-3.7%	-5.4%	0.6%	-0.9%	-22.0%	3.1%	9.2%	-3.1%
N#Cc1cc(-c2ccccc2)nnc1Oc1ccccc1Cl	?	4.4%	11.0%	-2.0%	-34.8%[inhibitor]	-2.9%	5.0%	1.4%
O=C1OCCN1C(=O)[C@H]1[C@H](c2ccc([N+](=O)[O-])cc2)C(c2ccccc2)=NN1c1ccccc1	.	-14.9%	.	2.1%[39.9 µM]	.	-9.7%	0.8%	-11.3%
CC(=O)c1cccc(NC(=O)c2csc(-n3nc(C)cc3C(F)(F)F)n2)c1	11.4%	-15.6%	-3.4%	0.1%	-8.4%	-17.5%	2.6%	1.9%
C/C=C/C(=O)OCC(=O)Nc1ccc(C)c(S(=O)(=O)N(C)C)c1	.	-17.5%	-3.1%	.	.	5.5%	?	.
Nc1nc(NC(=O)CCCC(=O)O)nn1-c1ccccc1	-9.5%	-15.3%	-3.2%	-1.1%	.	-11.0%	1.5%	.
CCOc1ccc(S(=O)(=O)NCc2ccncc2)cc1	?	3.0%	2.1%	1.3%	-53.5%[inhibitor]	-3.3%	?	.
COc1cc(C(=O)O)c([N+](=O)[O-])c(OC)c1OC	?	-6.9%	5.9%	-8.6%[7.66 µM]	8.8%[9.22 µM]	6.0%	-5.7%[13.5 µM]	6.6%
CCCCCCCC[C@@H](O)/C=C/C=C/C=C\[C@@H](O)CCCC(=O)O	.	-17.5%	-1.2%	-0.6%	3.3%	0.7%	12.3%	.
O=C(COC(=O)c1ccc(Br)cc1)Nc1ccccc1Br	1.3%[46 µM]	-2.6%	-5.3%	0.1%	14.7%	-1.4%	?	.
NC(=O)NC(=O)COC(=O)c1ccc(Cl)c(S(=O)(=O)N(Cc2ccccc2)c2ccc(Cl)cc2)c1	?	-7.4%	-10.5%	1.1%	1.8%	-32.6%	-7.7%	-11.2%
COC(=O)C1(C(=O)OC)C/C=C\C/C=C\c2ccccc2C1C[N+](=O)[O-] (stereo not given)	.	2.0%	-4.2%	-0.3%	-1.4%	-5.2%	9.1%	.
CCCc1[nH]nc2c1C(c1ccc(OCCN3CCOCC3)c(OC)c1)C(C#N)=C(N)O2 (stereo not given)	16.2%	-13.8%	2.3%	-4.2%	-11.8%	-3.2%	1.4%	-6.9%
COc1ccc(CNS(=O)(=O)c2ccc(OC)cc2)cc1	-8.5%	-3.7%	4.2%	1.8%	17.8%	-1.8%	-6.7%	.
Nc1nc(SCC(=O)NCC2CCCO2)[nH]c(=O)c1NC(=O)c1ccco1 (stereo not given)	.	6.3%	2.0%	.	.	i	?	-7.4%
c1ccc(Oc2nc(N3CCOCC3)nc(N3CCOCC3)n2)cc1	7.9%	-3.7%	1.1%	15.8%	24.2%	-3.6%	7.4%	.
CCNC(=S)Nc1cc(C)ccn1	2.3%	6.4%	-15.4%	-0.5%	?	5.8%	?	-3.0%
N#Cc1cnc(N)c(Br)c1	15.6%[46 µM]	-2.4%	4.7%	0.5%	6.0%	1.4%	1.9%	7.4%
CC(C)(C)/C(O)=C/c1nc2ccccc2[nH]c1=O	-1.5%	5.6%	-10.8%	1.5%	2.3%	1.6%	-0.9%	-1.5%
O=[N+]([O-])c1ccc(Nc2ccccn2)c([N+](=O)[O-])c1	.	14.9%	15.4%	0.6%	.	i	-3.2%	-1.4%
Cn1ccnc1SCC(=O)Nc1nc2ccccc2s1	13.5%[46 µM]	-0.8%	6.1%	1.7%	?	-10.1%	-8.0%	-2.8%
CCOc1ccc(-c2nc(C#N)c(N3CCCCCC3)o2)cc1	?	?	?	4.0%	-20.7%	?	?	-29.7%
O=[N+]([O-])c1cccc(C2=NC(c3ccccc3)CO2)c1 (stereo not given)	-1.2%	-10.6%	-10.0%	0.5%	1.5%	-20.1%	-7.3%	-10.4%
COc1ccccc1N1C(=O)C2C(c3ccc(F)cc3)NN(C(=O)c3ccc(C)cc3)C2C1=O (stereo not given)	-15.0%[46 µM]	0.4%	-13.5%	0.7%	2.6%	i	5.7%	-3.6%
CCOc1cc(C(=O)NCCCn2ccnc2)cc(OCC)c1OCC	13.0%	1.1%	-6.6%	12.4%	6.4%	-4.2%	0.2%	2.7%
COC(=O)c1ccc(C(NC(=O)OCc2ccccc2)/C(=C/[C@@H](C)C(=O)NCc2cc(C)on2)c2cccnc2)cc1 (stereo not given in full)	.	-7.6%	-6.8%	0.1%	2.1%	1.5%	0.8%	.
CCOCC(=O)Nc1nnc(COc2ccc(Cl)cc2)s1	?	?	0.5%	-3.3%	-20.5%	-4.6%	3.55µM*	9.4%
CCCCn1c(=O)[nH]c(=O)c2c1nc(-c1ccsc1)n2Cc1ccccc1	6.8%	-14.0%	?	-4.1%	?	-4.5%	?	.
COc1ccc(-c2cc(CNS(=O)(=O)c3ccccc3)on2)cc1	?	-17.3%	-4.7%	-1.0%	-7.1%	-11.9%	?	-18.2%
Cc1ccc2c(c1)c(C)cc(=O)n2CCC(=O)O	7.7%	-4.8%	?	0.4%	-14.3%	-7.9%	-10.6%	?
CC(/C=C1\SC(=S)N(NC(=O)c2ccc(C)cc2)C1=O)=C\c1ccccc1	6.5%	?	1.7%	-1.2%	7.6%	-1.6%	-9.6%	-9.7%
Cc1cc(OC(=O)c2ccccc2Cl)cc(=O)n1C	-3.3%	?	-1.6%	-6.0%	13.0%	i	6.2%	-1.1%
CCNC(=O)COC(=O)C1C(C(=O)OCC)=C(C)NC(C)=C1C(=O)OCC	-3.8%	-8.8%	?	-5.6%	18.9%	-10.7%	-1.2%	.
CCCC(=O)N1CCc2[nH]c3ccccc3c2C1	2.0%	-19.5%	-14.6%	0.4%	-11.2%	10.2%	0.3%	5.5%
COc1ccc(NC(=O)c2c(Cl)nc3ccccn23)cc1	6.0%[46 µM]	-17.3%	-20.2%	-1.6%	?	i	-2.1%	-4.5%
O=C(C1=C[C@H](c2csc3ccccc23)C[C@H](OCCCCO)O1)N1CCN(Cc2ccccc2)CC1	.	?	?	.	.	-4.9%	?	-25.0%
c1ccc(CSc2nc3ncncc3[nH]2)cc1	.	-13.5%	0.7%	.	.	-12.0%	.	5.1%

High-throughput results as filed in PubChem.
